All columns: NCI-60 one-dose screen, growth in % after 48 h at 10 µM unless noted; 100 = growth as untreated, 0 = no growth, -100 = all killed.
RXF_393 = RXF 393 renal cancer cells | actives 6.9% (n = 77,000) | AID 1794773
HT29 = HT29 colon cancer | actives 7.4% (n = 81,000) | AID 1794748
NCI-H322M = NCI-H322M lung cancer; actives 2.7% (n = 80,000); AID 1794733
NCI-H23 = NCI-H23 lung cancer. actives 4% (n = 80,000). AID 1794731
A498 = A498 renal cancer cells; actives 5.4% (n = 76,000)
NCI-H226 = NCI-H226 lung cancer; actives 3.5% (n = 79,000); AID 1794732
NCI-H522 = NCI-H522 lung cancer | actives 8% (n = 78,000) | AID 1794739
COLO_205 = COLO 205 colon cancer; actives 7.3% (n = 79,000)
NCI-H460 = NCI-H460 lung cancer; actives 6.8% (n = 82,000); AID 1794736
* hit, by the source's call. The calls were made as follows: active = growth percent below 10; inactive = the rest. Some of the compounds tested. The share of hits here may be higher or lower than overall.

SMILES RXF_393 HT29 NCI-H322M NCI-H23 A498 NCI-H226 NCI-H522 COLO_205 NCI-H460
CC1(C)[C@@H]2CC[C@@]1(CS(=O)(=O)O)C(=O)C2 98 97 99 99 93 101 102 112 108

Bioassay records as filed in PubChem BioAssay.
